Bioassay records as filed in PubChem.
SENP8 block-1: SENP8 protease inhibition; inhibition, % at 10 µM; Q96LD8; purified SENP8, Z-RLRGG-aminoluciferin cleavage, luminescence; 1.2% of 330,000 active; AID 2540; in the data active = inhibition above about 50%
Target sequence (Q96LD8 whole entry, looked up): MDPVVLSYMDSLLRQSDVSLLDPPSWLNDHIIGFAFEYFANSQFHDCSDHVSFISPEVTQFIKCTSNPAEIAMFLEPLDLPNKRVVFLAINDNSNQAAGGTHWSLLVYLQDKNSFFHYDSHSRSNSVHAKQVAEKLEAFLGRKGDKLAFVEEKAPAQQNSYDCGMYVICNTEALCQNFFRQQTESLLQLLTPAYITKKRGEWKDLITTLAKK
SENP1 FRET inh: blocks the human SENP1 SUMO protease catalytic domain; Q9P0U3; 0.21% of 360,000 active; inhibition, % at 10 µM; recombinant SENP1 catalytic domain, CyPet-SUMO1-YPet FRET cleavage;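 active = inhibition at least 30% at 10 µM, raw YFP signal under a set limit, fluorescence ratio 0.5 to 1.5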;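 note: 0% = enzyme with DMSO and 100% = no enzyme wells; some results filed as inactive read as strong as hits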
Target sequence (Q9P0U3 419-644 limits assumed): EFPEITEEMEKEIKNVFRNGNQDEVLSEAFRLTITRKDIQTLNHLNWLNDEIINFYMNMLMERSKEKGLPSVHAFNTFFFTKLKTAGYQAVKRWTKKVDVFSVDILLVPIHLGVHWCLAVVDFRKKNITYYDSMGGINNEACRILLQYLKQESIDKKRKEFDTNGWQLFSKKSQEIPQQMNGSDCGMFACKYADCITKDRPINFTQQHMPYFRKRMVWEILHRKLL
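Compound: 10 µM single point, 0.5% DMSO; Test system: hSENP1 catalytic domain, recombinant; Timing: 50 min reaction at room temperature; Technique: FRET, CFP and YFP emission; Control set: no-enzyme wells low, DMSO-plus-enzyme wells high control.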
A3G deaminase: blocks human APOBEC3G single-stranded DNA deamination | 0.28% of 330,000 active | Q9HC16 | recombinant A3G, ssDNA deamination FAM/TAMRA fluorescence | inhibition, % at 20 µM;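 active = inhibition of at least 40% at 20 µM, with no more than 30% in the related APOBEC3A deaminase screen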;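 note: plate controls were DMSO wells with A3G for no effect and wells lacking A3G enzyme for full effect; some compounds called inactive have numbers as strong as hits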
SENP7 block: blocks the human protease SENP7. Q9BQF6. inhibition, % at 5 µM. recombinant SENP7, Z-RLRGG-aminoluciferin luminescence, 40 min. 1.5% of 330,000 active;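 active = inhibition above about 50% at the single test dose, limit read from the data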;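 note: plate controls were DMSO with enzyme for no effect and no enzyme buffer wells for full effect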
Target sequence (Q9BQF6 706-1050 limits assumed): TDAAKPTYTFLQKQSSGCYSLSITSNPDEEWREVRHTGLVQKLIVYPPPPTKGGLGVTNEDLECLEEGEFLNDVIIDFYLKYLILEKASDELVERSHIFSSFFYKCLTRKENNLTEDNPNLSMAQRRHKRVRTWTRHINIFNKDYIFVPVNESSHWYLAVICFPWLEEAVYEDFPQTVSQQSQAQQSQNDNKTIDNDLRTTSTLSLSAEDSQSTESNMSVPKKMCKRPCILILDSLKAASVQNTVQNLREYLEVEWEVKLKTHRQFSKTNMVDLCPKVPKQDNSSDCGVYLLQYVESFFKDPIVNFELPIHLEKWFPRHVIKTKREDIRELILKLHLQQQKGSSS
Apaf-1 inh: blocks human Apaf-1 apoptosome activity | O14727 | reconstituted apoptosome caspase-3 activity, DEVD-Rh110 fluorescence | inhibition, % at 20 µM | 0.71% of 330,000 active; active = inhibition of at least 40% at 20 µM;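 note: plate controls were DMSO wells for no effect and DEVD-CHO caspase inhibitor wells for full effect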
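Medium: Hepes buffer, pH 7.5 / System: biochemical Apaf-1 apoptosome reconstitution / Measured by: Rh110 fluorescence, excitation 480 nm, emission 540 nm / Times: compound with Apaf-1, dATP, procaspase-3 30 min, then 50 min reaction, room temperature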
SENP8 block-2: inhibitors of human SENP8 protease; Q96LD8; recombinant SENP8, Nedd8 substrate fluorescence; inhibition, % at 20 µM; 0.64% of 360,000 active; AID 602440; in the data active = inhibition mostly above about 40%, no sharp cut-off; inactive = mostly below about 27%
UBC13 inh: human UBC13 polyubiquitination inhibition; P61088; inhibition, % at 20 µM; 0.47% of 330,000 active; AID 485273; UBC13 polyubiquitin chain formation, TR-FRET; in the data active = inhibition above about 45%, passing the limit was not always enough
Target sequence (P61088 whole entry, looked up): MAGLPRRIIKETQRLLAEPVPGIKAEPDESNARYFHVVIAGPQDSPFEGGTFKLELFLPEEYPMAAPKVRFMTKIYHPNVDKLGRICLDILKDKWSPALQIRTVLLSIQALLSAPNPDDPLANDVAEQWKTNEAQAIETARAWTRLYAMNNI
SENP6 block: SENP6 protease inhibition; Q9GZR1; inhibition, % at 10 µM; Recombinant SENP6 catalytic domain, aminoluciferin luminescence; 1.8% of 330,000 active;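 active = inhibition above about 50% at the single tested dose, limit read from the data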;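 note: plate controls were DMSO wells with enzyme for no effect and DMSO wells lacking enzyme for full effect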
Active calls of the source: *; . = not tested or not shown.

Results follow in this order: SENP8 block-1	SENP1 FRET inh	A3G deaminase	SENP7 block	Apaf-1 inh	SENP8 block-2	UBC13 inh	SENP6 block
1. Cc1cccc(NC2=CC(=O)CC(C)(C)C2)c1C
    -14	-1	-6	-8	5	0	-12	-28
2. COc1ccc(-c2nnc3ccc(SC(C(C)=O)C(C)=O)nn23)cc1OC
    -6	1	-4	-9	-4	7	-10	0
3. CC(C)(C)NC(=O)CSc1nnc(Cc2ccc3c(c2)OCO3)n1C1CCCCC1
    6	0	0	1	11	13	6	-9
4. CCC(C)c1ccccc1NC(=O)COC(=O)C1=COCCO1 (stereo unspecified)
    9	1	-7	7	-2	3	8	-20
5. Cc1oc(-c2ccccc2Cl)nc1CN1CCCCC1CO (stereo unspecified)
    1	-5	-9	-6	-9	0	1	-16
6. CCOC(=O)Cc1cc(=O)n2[nH]c(C)c(-c3ccccc3OC)c2n1
    -6	-9	0	2	0	-42	-2	14
7. O=C1Nc2c(Br)cccc2C1=O
    2	1	-8	0	-6	4	-4	-9
8. CCCNC(=O)C(Cc1ccc(C(F)(F)P(=O)(OCC)OCC)cc1)NC(=O)c1ccc(C#N)cc1 (stereo unspecified)
    2	4	-6	-6	1	-1	13	13
9. COc1ccc(C(C(=O)NCCC(C)C)N(CCCO)C(=O)c2snc(C(N)=O)c2N)cc1OC (stereo unspecified)
    -5	-2	-2	3	2	-226	-3	-10
10. CC(=O)N1CCN(C(=O)c2cc(-c3cccc4ccccc34)nc3ccccc23)CC1
    8	-1	-8	2	8	-385	5	4
11. COc1ccc2nc(Nc3nc(CSc4nc5ccccc5s4)cc(=O)[nH]3)nc(C)c2c1
    -6	.	2	-8	11	.	-7	-9
12. O=Cc1nc(-c2ccc(Cl)cc2)n2ccccc12
    1	-5	-9	3	2	-413	0	17
13. N#C/C(=C(/O)COC(=O)c1ccc(O)cc1)c1nc2ccccc2[nH]1
    2	-21	-1	7	-11	-2	-10	1
14. O=C(CN1C(=O)NC2(CCCCCC2)C1=O)N1CCN(c2ccccc2)CC1
    2	0	-6	3	-4	10	-4	-9
15. O=c1[nH]cnc2ccsc12
    1	3	-3	-4	-4	2	-5	4
16. COC(c1ccccc1)c1nnc(CCC(=O)N2CCN(Cc3cccs3)CC2)o1 (stereo unspecified)
    -6	2	-6	-3	-11	1	2	-8
17. CC(CN1CCCC1)OC(=O)c1cccc(F)c1 (stereo unspecified)
    0	-1	-3	-2	-5	0	-2	-12
18. CC1(C)CC(=O)c2cn3c(nc2C1)nc1ccccc13
    -2	-1	-1	3	4	-24	1	-8
19. Cc1cccc(OCC(=O)NNC(=O)c2ccccc2OCc2c(C)noc2C)c1
    -4	2	0	12	-3	8	-7	-4
20. Cc1ccc(-c2ccc(CCC(=O)O)n2-c2cccc(O)c2)cc1
    -4	-8	-5	7	-6	-178	-2	10
21. COC(=O)c1ccc(-c2ccco2)n1Cc1ccccc1Cl
    -2	4	-5	11	10	-14	3	4
22. O=C(NN=C1CCCC1)c1cc(Cl)cc(Cl)c1O
    -2	-13	-12	5	4	-315	11	14
23. CC1CCCCC12NC(=O)N(CC(=O)Nc1ccccc1N1CCOCC1)C2=O (stereo unspecified)
    3	1	-3	2	-10	12	-7	8
24. NC(=O)CC[C@@H]1NC(=O)[C@H](CO)NC(=O)c2cc([N+](=O)[O-])cc(I)c2NCC[C@@H](C(N)=O)NC1=O
    -4	-1	-6	7	-2	22	-18	-11
25. O=C(Nc1cc([N+](=O)[O-])ccc1N1CCOCC1)c1ccco1
    -8	1	-2	-3	-4	18	-11	-8
26. Cc1ccc(C(=O)c2c3ccc(C(F)(F)F)cc3[n+]([O-])n2CCC(N)=O)cc1
    -1	5	14	-2	5	-2	-21	9
27. Cc1oc2cc3oc(=O)c(CC(=O)NCCC(=O)O)c(C)c3cc2c1C
    1	-13	-10	-3	5	-295	5	-12
28. CC(C)OC(=O)c1ccc(N2CCN(c3ccccc3F)CC2)nc1
    -18	0	-8	-8	20	5	0	-40
29. COCCN(Cc1ccccc1)C(=O)c1cc(S(=O)(=O)N2CCCCCC2)ccc1OC
    -9	1	-6	-4	24	4	8	-11
30. CSc1nc2ccccc2cc1/C=C(\C#N)c1ccc(Cl)cc1Cl
    -2	-21	-6	3	-6	-185	-5	-6

No new results follow: an excerpt of the list.
Results follow in this order: SENP8 block-1	SENP1 FRET inh	A3G deaminase	SENP7 block	Apaf-1 inh	SENP8 block-2	UBC13 inh	SENP6 block
18. CC1(C)CC(=O)c2cn3c(nc2C1)nc1ccccc13
    -2	-1	-1	3	4	-24	1	-8
19. Cc1cccc(OCC(=O)NNC(=O)c2ccccc2OCc2c(C)noc2C)c1
    -4	2	0	12	-3	8	-7	-4
20. Cc1ccc(-c2ccc(CCC(=O)O)n2-c2cccc(O)c2)cc1
    -4	-8	-5	7	-6	-178	-2	10
21. COC(=O)c1ccc(-c2ccco2)n1Cc1ccccc1Cl
    -2	4	-5	11	10	-14	3	4
22. O=C(NN=C1CCCC1)c1cc(Cl)cc(Cl)c1O
    -2	-13	-12	5	4	-315	11	14

Other results:
Results follow in this order: SENP8 block-1	SENP1 FRET inh	A3G deaminase	SENP7 block	Apaf-1 inh	SENP8 block-2	UBC13 inh	SENP6 block
31. CCc1noc(C)c1C(=O)OC(C)C(=O)Nc1ccc(Cl)cn1 (stereo unspecified)
    0	4	-4	-1	-8	5	3	-12
32. N#Cc1ccc(Cl)cc1NC(=O)COC(=O)[C@H](CCC(N)=O)NC(=O)c1ccc(F)cc1
    -10	0	-13	-7	6	5	-14	-12
33. c1ccc2c(c1)CC(N1CCCCC1)c1ccccc1S2 (stereo unspecified)
    3	-3	8	2	6	2	-12	-11
34. COc1cc(/C=C2/NC(=O)N(Cc3ccccc3F)C2=O)cc(OC)c1O
    -3	13	4	-12	10	-425	-8	-11
35. CCc1nc(N=C(N)N)nc2ccccc12
    -11	.	-5	-2	-3	.	-4	-3
36. COc1ccc(NC(=O)CCNC(=O)c2ccc([N+](=O)[O-])cc2)cc1S(=O)(=O)N1CCCCC1
    -2	0	-6	-9	12	22	-3	-18
37. CC(C)(Oc1ccc(Cl)cc1)C(=O)Nc1ccc(S(=O)(=O)Nc2ncccn2)cc1
    -3	-1	0	-9	-9	10	3	-18
38. NC(=O)CC(NC(=O)c1ccccc1)c1ccc(NCc2ccc(F)c(F)c2)c([N+](=O)[O-])c1 (stereo unspecified)
    4	4	-9	-3	25	23	-51	-13
39. Cc1cc(C)n(-c2nc(NCCN(C)C)c3c4c(sc3n2)CCCC4)n1
    0	3	-5	4	3	-39	16	-20
40. C1CCc2nnc(-c3nnc4n3CCCCC4)n2CC1
    0	2	-4	5	-5	4	4	7
41. CC(C)Cc1nc(SCC(=O)Nc2ccc(S(N)(=O)=O)cc2)n[nH]1
    3	1	2	10	10	8	-8	-8
42. Cc1cc(C)cc(C(=O)NCC(=O)OCC(=O)c2cc(C)n(CC(F)(F)F)c2C)c1
    -2	0	-1	7	-1	-3	-1	1
43. COc1ccc2oc(C(=O)NCC3CCCO3)c(C)c2c1 (stereo unspecified)
    -5	-4	3	0	10	-152	3	-14
44. O=C(c1cc(Cl)ccc1[N+](=O)[O-])N1CCc2ccccc2C1
    -8	-1	-3	5	-1	23	-8	-15
45. COc1ccc(-c2csc(NC(=O)Cc3cc(OC)c(OC)c(OC)c3)n2)cc1OC
    2	1	-10	4	9	5	1	1
46. c1ccc(-n2c(-c3cccs3)nc3nc4ccccc4nc32)cc1
    9	-32	-1	13	0	-329	0	8
47. Nc1cccc2c1C(=O)N(CCOc1ccccc1F)C2=O
    73*	-23	-6	73*	-2	-320	26	83*
48. Cc1ccc(S(=O)(=O)c2ncccc2N)cc1
    0	1	-9	0	0	-273	8	0
49. Cc1ccc(NC(=O)c2cc(Cl)ccc2[N+](=O)[O-])cc1C
    1	1	0	15	4	5	-7	-2
50. CC(=O)c1cc2c(cc1NC(=O)CSc1nc3ccc(C)cc3[nH]1)OCO2
    4	3	-2	1	4	-331	-3	-4
51. CCOc1cc(/C=C/C(=O)c2ccc(O)cc2)ccc1OCC(=O)N(C)C
    0	-95	-1	-7	4	-149	2	-6
52. CCOc1ccc(-c2cc(NC(=O)Cn3ncc4c3-c3ccccc3OC4)on2)cc1OCC
    -5	1	0	-2	7	0	14	-6
53. COc1ccc(C(=O)CCC(=O)N2CCN(c3ccc([N+](=O)[O-])cc3)CC2)cc1
    -2	2	-5	-11	0	25	-9	-7
54. O=C(CCCN1C(=O)c2ccccc2C1=O)Oc1ccc(Cl)cc1
    6	1	1	-4	10	11	6	1
55. C=CCn1c(CSc2ccc(C)cc2)n[nH]c1=S
    1	5	37	-3	6	10	-6	14
56. Cc1cc(C)n2nc(SCC(=O)N3CCC(C)CC3)nc2n1
    8	1	3	-5	2	15	5	7
57. Cn1nc(-c2ccccc2)c(C(=O)NCC(=O)O)c1Cl
    2	3	-5	6	-8	6	3	5
58. O=C(CNS(=O)(=O)c1ccc(Br)cc1)NCc1ccncc1
    0	1	-7	-7	8	-4	6	-10
59. Cc1cc(=O)oc2cc(OC(=O)CCN3C(=O)c4ccccc4C3=O)ccc12
    -8	-112	-5	-11	1	-350	3	-1
60. O=C(COc1ccc(Cl)cc1)NCc1nnc(SCC(=O)Nc2ccccc2)o1
    -7	2	1	-5	7	27	-2	0
61. CCN(c1cccc(C)c1)S(=O)(=O)c1cn(CC(=O)OC)c2ccc([N+](=O)[O-])cc12
    -11	0	-4	-18	21	10	-12	2
62. O=C(COC(=O)c1cccc(Br)c1)Nc1ccc2[nH]c(=O)[nH]c2c1
    -14	2	-6	8	2	16	-6	-16
63. CCOc1nc2cnccc2n(CC(=O)Nc2cccc(C)c2)c1=O
    -5	2	-4	-6	-6	19	8	3
64. CCOc1ccccc1-c1nc2c([nH]1)c(=O)n(C)c(=O)n2C
    -1	-3	-4	-12	9	-340	-6	-1
65. CC(C)[C@H](NC(=O)c1cccc(CN(Cc2ccccc2)C(=O)c2ccccc2)c1)C(=O)O
    4	0	-4	4	0	4	-5	-14
66. CCN1C(=O)NC2=C(C(=O)c3ccccc32)C1c1ccccc1F (stereo unspecified)
    -7	7	-7	-10	27	16	-27	-20
67. Cc1cccc(NC(=O)CSc2nnc(CNC(=O)c3ccc(S(=O)(=O)N(C)C)cc3)n2-c2ccccc2)c1
    1	1	-1	-4	12	11	8	-7
68. Cc1ccc(CNC(=O)CCNC(=O)c2ccc([N+](=O)[O-])cc2)cc1
    0	4	12	7	-3	12	9	-13
69. Nc1nc(SCC(=O)OCc2ccccc2)[nH]c(=O)c1NC(=O)c1ccco1
    -10	0	-1	13	10	3	-5	-26
70. COC(=O)c1cc(NC(=O)CCc2c(C)nc3ncnn3c2C)cc(C(=O)OC)c1
    3	1	5	1	-2	-202	-8	6
71. Cc1ccc(Nc2cc(C)nc3nc(C)nn23)c(C)c1
    5	1	-5	1	-4	3	0	0
72. C=CCN(CC=C)C(=S)NC(=O)/C=C/c1ccccc1
    -7	1	-6	-5	15	21	-7	-19
73. COc1ccc(C(=O)Nc2ccc(N3CCN(C)CC3)cc2)cc1OC
    8	0	-8	-9	-14	5	10	5
74. CC1(C)CC(CNCCC(c2ccc(F)cc2)c2ccco2)CCO1 (stereo unspecified)
    1	3	3	8	-7	14	4	1
75. COc1cccc2c(=O)n(CC(=O)N3CCCCCC3)ccc12
    -13	1	-8	15	-1	-71	-9	-8
76. CCOC(=O)c1sc(N)nc1-c1ccccc1
    -5	1	-9	11	-6	4	-8	-8
77. CCOc1cc(CO)c(Br)cc1OCC(=O)O
    7	.	-4	3	-15	.	6	2
78. COc1ccc2c(c1)CCc1c(C(=O)N3CC4(C)CC3CC(C)(C)C4)noc1-2 (stereo unspecified)
    5	-1	0	-3	21	8	7	6
79. CCOC(=O)CC1(NC(=O)C2CCC(=O)N(C3CC3)C2)CCCCC1 (stereo unspecified)
    -9	1	-5	10	-3	8	-2	-10
80. O=C(NC(=S)N1CCN(c2ccccc2)CC1)c1ccccc1
    1	-1	-3	2	8	3	22	7

Hits appear at their usual frequency; overall some 3.6% were active at least once.
